# VLA-4 inh: inhibition in human VLA-4 binding assay, primary screen, VLA-4 allosteric modulator project, MLPCN library, flow cytometry, VLA-4 expressing cells; AID 2557, 2010; actives 0.2% (n = 330,000); ligand binding flow cytometry; inhibition, % (about 7 µM as worked out from the volumes in the protocol); Integrin alpha-4 (Homo sapiens), P13612; in the data active = inhibition above about 50%
# CTSL1 counter: Fasciola hepatica cathepsin L1 inhibitors, primary screen, counter-screen for PFM18AAP inhibitor project, biochemical, QFRET, fluorogenic peptide substrate; recombinant F. hepatica cathepsin L1, Z-Leu-Arg-MCA fluorescence; actives 0.49% (n = 300,000); inhibition, % at 5.96 µM;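 active = inhibition above the mean of all tested compounds plus 3 SD, set per screening campaign, cut at about 17% in these data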;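 also: 0% = plate median of test compound wells and 100% = 1 µM Z-Phe-Ala-diazomethylketone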
# GRK2 inh: compounds blocking aptamer binding on GRK2 – biochemical, human GRK2, bead flow cytometry, HTS, primary screen; Beta-adrenergic receptor kinase 1 (Homo sapiens), P25098; FAM-aptamer displacement from GRK2; inhibition of aptamer binding, % at 10 µM; actives 0.59% (n = 330,000); AID 488847, 2010;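 active = inhibition of aptamer binding above 40%, roughly 3 SD of noise, on plates passing a quality check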;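 also: median bead fluorescence of bound FAM aptamer so fluorescent compounds give negative values; no value below 0 was filed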
# Target sequence (P25098 whole entry, looked up): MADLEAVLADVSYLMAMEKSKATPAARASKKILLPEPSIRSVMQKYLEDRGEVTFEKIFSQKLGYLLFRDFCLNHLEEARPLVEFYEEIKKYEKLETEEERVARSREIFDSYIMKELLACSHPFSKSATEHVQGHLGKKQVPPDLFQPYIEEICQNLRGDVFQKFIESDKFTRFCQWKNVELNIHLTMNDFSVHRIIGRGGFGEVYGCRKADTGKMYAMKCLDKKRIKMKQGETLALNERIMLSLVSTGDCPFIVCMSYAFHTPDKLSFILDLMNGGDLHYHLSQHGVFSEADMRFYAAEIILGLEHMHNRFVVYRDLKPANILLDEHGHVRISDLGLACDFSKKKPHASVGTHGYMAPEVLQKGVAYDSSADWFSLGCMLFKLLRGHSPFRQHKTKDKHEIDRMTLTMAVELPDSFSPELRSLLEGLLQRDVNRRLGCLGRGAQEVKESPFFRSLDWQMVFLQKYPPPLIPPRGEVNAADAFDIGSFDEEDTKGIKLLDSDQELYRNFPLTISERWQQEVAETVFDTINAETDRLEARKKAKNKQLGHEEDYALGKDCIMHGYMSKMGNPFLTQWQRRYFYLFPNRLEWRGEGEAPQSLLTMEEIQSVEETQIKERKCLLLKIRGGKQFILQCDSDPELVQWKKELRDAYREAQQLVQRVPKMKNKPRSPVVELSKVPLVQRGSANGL
# core dimer inh: inhibitors of HCV core protein dimerization, primary screen, biochemical, TR-FRET, high-throughput. TR-FRET GST/Flag-core106 dimerization, 1536-well. inhibition, % at 5 µM. actives 0.33% (n = 300,000);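 active = inhibition above the mean of all tested compounds plus 3 SD, set per screening campaign, cut at about 45% in these data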
#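 Material: Tagged HCV core106 pair (GST and Flag) | Amount: GST-core106 13.5 nM, Flag-core106 17 nM | Medium: KF-containing HEPES buffer, pH 7.45, DTT, CHAPS, BSA | Reagent: Eu donor and XL665 acceptor anti-tag antibodies | Schedule: 4 h at 22.5 °C | Technique: Time-resolved FRET, ex 340 nm, em 617 and 671 nm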
# procasp3 activ: activators of human procaspase-3 D3A mutant, primary screen, biochemical, absorbance, PC-3 D3A mutant, single concentration | Caspase-3 (Homo sapiens), P42574 | recombinant procaspase-3 D3A, Ac-DEVD-pNA absorbance 405 nm | activation, % at 8.5 µM | actives 0.11% (n = 330,000) | AID 463141, 2010;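 active = activation above the mean of all tested compounds plus 3 SD, cut at about 21% in these data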;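 also: 0% = DMSO alone and 100% = DMSO wells spiked with extra 5 µM PC-3 D3A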
#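 Assay system – Procaspase-3 D3A mutant · Benchmarks – DMSO low control, extra-enzyme high control · Technique – 405 nm absorbance of p-nitroaniline, reads at 0 and 120 min · Doses – 8.5 µM nominal · Measure – % activation between DMSO and enzyme-spiked controls · Also added – Ac-DEVD-pNA chromogenic peptide substrate · Schedule – 1 h compound preincubation, 2 h substrate hydrolysis at 25 °C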
# PP5 primary: PP5 phosphatase inhibitors, primary screen, biochemical, fluorescence; inhibition, % at 6.7 µM; actives 0.18% (n = 320,000); purified PP5c, OMFP substrate fluorescence; Serine/threonine-protein phosphatase 5 (Homo sapiens), P53041;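 active = inhibition above the campaign's mean inhibition across all tested compounds plus 3 SD, cut at about 9.5% in these data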;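 also: 0% = DMSO only and 100% = 100 µM cantharidin control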
# GASC-1 inh: inhibitors of GASC-1 histone demethylase, primary screen, biochemical, fluorescence, DELFIA europium; inhibition, % at 2.35 µM; AID 2099, 2009; actives 0.069% (n = 330,000); GST-JMJD2C(1-420) H3K9me3 demethylation; Lysine-specific demethylase 4C (Homo sapiens), Q9H3R0;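 active = more than half of a compound's replicate wells show inhibition beyond 50%, single wells judged on their own value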;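 also: signal counts dimethyl H3K9 product captured on neutravidin plate; 0% = median of DMSO wells and 100% = 0.3 times that DMSO median; strong numbers were not always called active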
# PP1 inh: PP1-alpha phosphatase inhibitors, primary screen, counter-screen for PP5 inhibitor project, biochemical, fluorescence, OMFP substrate, single point | Serine/threonine-protein phosphatase PP1-alpha catalytic subunit (Homo sapiens), P62136 | purified PP1alpha | inhibition, % at 6.7 µM | actives 0.9% (n = 320,000);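 active = inhibition above the mean inhibition of all tested compounds plus 3 SD, computed separately for each screening campaign, cut at about 15% in these data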
# procasp7 counter: procaspase-7 activators, primary screen, counter-screen for procaspase-3 activator project, biochemical, absorbance, HTS, human. recombinant procaspase-7, Ac-DEVD-pNA absorbance 405 nm; D23A/D198A/D206A triple mutant, cannot self-cleave; scale: DMSO 0, 5 µM enzyme 100. Caspase-7 (Homo sapiens), P55210. activation, % at 8.5 µM. AID 463210, 2010. actives 0.093% (n = 330,000);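 active = percent activation above the screen-wide mean plus 3 SD, cut at about 25% in these data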
# Target sequence (P55210 whole entry D23A/D198A/D206A): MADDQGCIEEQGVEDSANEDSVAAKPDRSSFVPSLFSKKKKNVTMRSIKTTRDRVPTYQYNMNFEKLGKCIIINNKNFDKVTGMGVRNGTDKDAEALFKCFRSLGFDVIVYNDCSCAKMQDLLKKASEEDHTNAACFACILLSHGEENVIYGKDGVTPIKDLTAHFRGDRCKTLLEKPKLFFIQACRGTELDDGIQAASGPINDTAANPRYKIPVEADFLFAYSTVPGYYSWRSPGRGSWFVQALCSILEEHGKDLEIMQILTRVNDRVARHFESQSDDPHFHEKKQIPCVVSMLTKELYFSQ
#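 Replicates: singlicate. Assay system: Procaspase-7 triple mutant (PC-7 D3A). Signal: 405 nm absorbance of p-nitroaniline. Times: 1 h preincubation, 2 h reaction. Buffer or medium: Zinc-free HEPES pH 7.4 with 300 mM NaCl, 0.01% Triton X-100. Also added: DEVD-pNA substrate. Benchmarks: DMSO wells as 0%, DMSO with 5 µM added PC-7 as 100%.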
# Numbers without * were called inactive; x = not tested or not shown. Random draw from the library (roughly 2.6% active in at least one column).
SMILES,VLA-4 inh,CTSL1 counter,GRK2 inh,core dimer inh,procasp3 activ,PP5 primary,GASC-1 inh,PP1 inh,procasp7 counter
Cc1cccc(C(CC(=O)NCCc2ccccc2)c2ccccc2)c1O (stereo not given),13,-4,0,18,-1,-2.4,5,8,-5
CCOC(=O)c1cnn(-c2nc(C)cc(C)n2)c1N,-12,-2,1,2,2,-0.8,32,1,5
CCOC(=O)N/N=C(\C)c1cccs1,-6,8,4,-4,8,-0.7,6,-1,-13
O=C(O)Cn1cc(/C=C2/SC(=O)N(CC(=O)N3CCCCCC3)C2=O)c2ccccc21,13,0,7,-2,2,0.8,33,-4,-9
COc1ccc(-n2c(=O)c3c4c(sc3n3c(=S)[nH]nc23)COC(C(C)C)C4)cc1 (stereo not given),3,-1,2,6,-1,0.2,47,-3,3
Cc1cc(CSc2ccccc2C(=O)O)on1,11,-1,0,-1,7,2.0,-8,2,-2
N#Cc1ccc(Oc2c(Cl)cncc2Cl)cc1,-16,2,5,6,1,-0.7,-2,-1,1
CCc1ccccc1NC(=S)N(CCN1CCOCC1)C1CCN(C(C)=O)CC1,0,-2,0,-9,-1,2.4,35,5,-3
CCCNc1nc(Cl)nc(Nc2ccc(Cl)cc2)n1,-9,-2,0,3,8,1.4,4,-5,17
O=C(NNC(=O)c1ccccc1-n1cccc1)c1cncc(Br)c1,6,x,0,x,8,x,1,x,5
CCC(=O)N(CC)C1=C(O)c2ccccc2C(=O)C1=O,-5,2,4,-9,-11,2.8,-9,-4,-12
O=C(COC(=O)Cc1ccc(Cl)cc1)Nc1c(F)cccc1F,0,-6,0,-5,-6,0.8,5,-3,-5
COc1ccc(/C=N/NC(=O)c2ccccc2O)cc1Cn1cc(Cl)cn1,-5,0,0,5,1,2.4,-4,-1,6
O=C(CNC(=O)c1ccc(Oc2ccccc2)cc1)OC1CCCCC1=O (stereo not given),-8,19*,1,15,2,2.6,-1,-3,1
CN(C)c1nccc(Nc2ccccc2)c1C#N,-5,0,0,-2,11,1.5,6,-4,9
O=C(NCc1ccco1)C1CCCN(S(=O)(=O)c2ccc(-n3cnnn3)cc2)C1 (stereo not given),-10,7,0,17,-6,-0.7,-8,-2,-4
COc1ccc2[nH]c(=O)c(CN(c3ccccc3)S(=O)(=O)c3ccccc3)cc2c1,-7,-2,3,-2,9,2.6,1,-2,7
COc1ccc(CNC(=O)CSc2nnc(-c3ccc(NC(C)=O)cc3)n2C)cc1,5,-2,0,-2,2,0.5,-8,-1,1
COc1ccc(OC)c(-c2cc(C(=O)N3CCN(c4ccccc4)CC3)no2)c1,11,0,2,3,-3,3.9,-1,1,0
O=C1C=C(c2ccccc2Oc2ccccc2)C[C@@H](c2ccc3c(c2)OCO3)C1,0,x,3,x,1,2.5,3,2,11
O=C(NC(=S)N1CCCCC1c1cccnc1)c1ccccc1 (stereo not given),-10,-2,0,1,5,2.1,-8,-4,-6
CC1=C(C(=O)NCc2ccccc2)C(c2ccccc2OCC(N)=O)NC(=O)N1 (stereo not given),9,-1,0,1,11,1.2,19,-6,-8
Cc1ccc(C(=O)N/C(=C\c2cccs2)C(=O)N2CCOCC2)cc1C,2,1,0,1,2,-1.0,22,1,1
O=C(NCC(=O)N(c1ccc2c(c1)OCCO2)C(C(=O)NC1CCCC1)c1ccco1)c1ccco1 (stereo not given),23,-4,0,0,9,1.2,1,1,4
CN(Cc1cccs1)C(=O)c1cc(S(=O)(=O)N2CCOCC2)ccc1F,11,x,0,x,2,2.0,-12,-6,-2
CCCNC(=O)C(=O)c1cccn1-c1ccsc1C(=O)OC,9,4,0,-11,2,0.6,5,-3,1
COc1cc(C(CC(=O)N2CCN(c3ccccc3)CC2)c2c(OC)cc(OC)c3ccc(=O)oc23)cc(OC)c1OC (stereo not given),1,2,0,12,4,2.1,5,0,-1
CCOC(=O)C1CCCN(C(=O)Cc2ccc(OC)c(OC)c2)C1 (stereo not given),8,3,3,-1,-5,0.2,-5,0,-1
COc1ccc(C(=O)Nc2ccc(/C(C)=N/NC(=O)c3ccccc3O)cc2)cc1OC,0,5,2,-8,11,1.1,-15,2,8
COC(=O)C1=CN(Cc2cccs2)C=C(C(=O)OC)C1c1cccc(Cl)c1,4,2,1,8,14,4.7,-15,4,12
NC(=O)c1ccccc1NC(=O)N1CCOCC1,8,-1,0,5,0,-0.6,-19,-7,2
CC(C)c1ccc(NC(=O)N2CCCC2C(=O)Nc2ccc(-n3cnnn3)cc2)cc1 (stereo not given),14,0,0,-4,3,2.1,0,1,3
CCC(NC(=O)CCc1c(C)c2cc3c(C)c(C)oc3cc2oc1=O)C(=O)N[C@@H](Cc1ccccc1)C(=O)O (stereo not given in full),28,4,0,8,6,1.3,x,-2,-2
CCCC(=O)Nc1cc(=O)[nH]c2ncnn12,-1,1,2,1,7,0.5,-3,-3,9
COc1ccc(NC(=O)c2cc(-c3cc(C)cc(C)c3O)n[nH]2)cc1Cl,10,1,1,-1,0,4.7,-2,6,6
O=C(CSc1nc2c(c(=O)[nH]1)CCC2)Nc1ccc(F)cc1,1,-5,1,6,-2,0.2,1,-1,-1
COc1ccccc1/C=C/C=N/n1c(-c2ccccc2)n[nH]c1=S,7,7,18,11,-2,2.4,-3,3,-10
COc1ccc(C(=O)COc2ccccc2C(N)=O)cc1,4,-1,3,-3,-2,0.2,-4,0,-9
CCOc1ccc(-c2ccc(SCc3ccccn3)nn2)cc1,61*,-6,6,-1,2,1.1,33,-6,5
O=C(Nc1nc2n(n1)C(c1ccc(F)cc1)CC(c1ccccc1)N2)c1ccco1 (stereo not given),12,4,0,5,-4,-1.6,-3,0,-5
CCOC(=O)C1CCCCN1Cc1cn[nH]c1-c1ccc(F)cc1F (stereo not given),-8,2,1,-4,6,-0.5,-2,-3,-3
CC(=O)Oc1ccc(-c2csc(Nc3ccc(Cl)cn3)n2)cc1,-1,-2,2,11,2,-0.1,-2,5,1
O=C(COc1ccccc1)Nc1nonc1NC(=O)COc1ccccc1,-2,-3,0,1,-5,2.5,-1,6,14
Cn1c(N)c(C(=O)COC(=O)c2ccc([N+](=O)[O-])o2)c(=O)n(C)c1=O,3,-5,3,-8,2,-0.7,-6,1,12
CC1(C)Oc2ccc(C(=O)N3CCCC3)cc2N(CC(=O)NCc2ccccc2)C1=O,12,-7,3,-3,14,-0.1,2,1,-1
CC1C(=O)C(C)C(c2ccc3c(c2)OCO3)NC1c1ccc2c(c1)OCO2 (stereo not given),18,-3,0,0,3,5.4,-6,2,-5
Brc1ccc(OCc2nc3ccccc3[nH]2)cc1,-17,3,4,4,-3,0.3,15,1,1
Cc1nn(-c2ccccn2)c2c1-c1nc(N3CCOCC3)ncc1CC2,3,-2,0,-2,4,0.2,-5,-1,16
Cc1ccc[n+](-c2nc([O-])sc2C=O)c1,5,0,0,-6,-3,0.7,4,-2,-1
C=CCN(CC=C)C(=S)Nc1ccccc1,13,-2,1,-1,-4,1.3,9,1,4
Cc1ccccc1N(CC(=O)NCC1CCCO1)C(=O)CNS(=O)(=O)c1ccc(F)cc1 (stereo not given),2,1,1,1,-9,0.6,5,-4,-5
COc1ccccc1NC(=O)c1ccc(Br)o1,-1,-5,2,-5,-8,0.6,0,1,1
CCCCC(=O)NNC(=S)NCc1ccccc1,2,0,0,-1,3,-3.7,-4,-7,4
Clc1ccccc1-c1ncnc2ccc(Br)cc12,3,-1,4,7,-3,1.7,8,2,-2
COc1ccc(OC)c(CN(CCN2CCOCC2)S(=O)(=O)c2ccc(NC(C)=O)cc2)c1,-1,6,0,3,0,1.1,-4,1,-6
COC(=O)c1ccc(C(=O)NC2CCCN(Cc3ccc(Cl)cc3)C2)nc1 (stereo not given),-1,3,0,10,4,1.0,2,-2,0
COc1ccc2cc(C(=O)N3CCOCC3)sc(=O)c2c1OC,4,0,0,3,5,-2.8,-9,-4,1
COc1ccccc1N1C(=O)c2ccccc2NC1C(OC)OC (stereo not given),-7,-1,3,-5,0,-0.9,-10,-4,16
COC(=O)c1cc(NC(=O)COC(=O)C2COc3ccccc3O2)cc(C(=O)OC)c1 (stereo not given),-5,x,0,x,11,x,-1,x,11
CC(O)CNCCCOc1cccc(Oc2ccccc2)c1 (stereo not given),-9,5,0,-1,7,-0.3,16,3,-3

# 3 records picked at random from the list so far, as already listed:
SMILES,VLA-4 inh,CTSL1 counter,GRK2 inh,core dimer inh,procasp3 activ,PP5 primary,GASC-1 inh,PP1 inh,procasp7 counter
COc1ccc2[nH]c(=O)c(CN(c3ccccc3)S(=O)(=O)c3ccccc3)cc2c1,-7,-2,3,-2,9,2.6,1,-2,7
Cc1ccc[n+](-c2nc([O-])sc2C=O)c1,5,0,0,-6,-3,0.7,4,-2,-1
COc1ccccc1NC(=O)c1ccc(Br)o1,-1,-5,2,-5,-8,0.6,0,1,1

# Following part:
SMILES,VLA-4 inh,CTSL1 counter,GRK2 inh,core dimer inh,procasp3 activ,PP5 primary,GASC-1 inh,PP1 inh,procasp7 counter
CC(=O)Nc1ccc(OCC(O)CN2CCN(c3ccccc3Cl)CC2)cc1 (stereo not given),0,-4,1,-9,-5,2.8,-6,2,-5
O=C(NC1CCC(O)CC1)c1ccc2c(c1)S(=O)(=O)N=C1CCCCCN12 (stereo not given),25,4,2,0,0,-1.8,5,-3,-3
O=C(CSc1nccn(-c2ccc(F)c(Cl)c2)c1=O)NC1CCCC1,-5,5,0,3,1,0.4,4,-2,-4
CCOc1ccc(NC(=O)NC2CC(=O)N(c3ccc(OC)cc3)C2)cc1 (stereo not given),2,-4,1,-3,-3,-1.3,-1,-4,-9
COc1ccc(CC(=O)NNC(=O)COc2ccc(C)cc2)cc1S(=O)(=O)N1CCOCC1,3,4,0,-1,2,-2.9,-9,-2,-5
O=C(CCC1N=C2c3ccccc3N=C(SCc3ccc(Cl)cc3)N2C1=O)NCc1ccco1 (stereo not given),-11,3,3,31,6,0.8,-20,1,0
